# Lipid storage S3 – qHTS Assay for Lipid Storage Modulators in Drosophila S3 Cells; Drosophila S3 cells, BODIPY lipid droplet fluorescence, 18-24 h; cells fed with added oleic acid; Potency in µM for hits, for the others lipid storage change, negative = inhibition, % at the top dose, mostly 46.1 µM; actives 0.64% (n = 320,000); AID 2685; active = well fitted inhibition curve with a large enough effect in the signal ratio, with a control signal flat, not every such curve was filed as active; inconclusive = small, poorly fitted or top-dose-only effect, or effect the other way, or a change in a side signal; the % refers to the signal ratio
#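 Drosophila S3 cells loaded with oleic acid (400 uM, as added) and compounds at several concentrations; lipid droplets imaged by 488-nm laser-scanning cytometry, 500–530 nm intensity and object ratio to cell channel. Percent activity normalized to 20 uM Triacsin C.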
# Lipid storage S3 cell count max – also measured in Lipid storage S3; calls as there; cell number change, %; measured here: cell count max response;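 cells counted by Cell Tracker Red CMTPX staining in the red channel; peak over a dose series mostly up to 46.1 µM; percent activity relative to internal control wells on each plate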
# An asterisk follows results filed as active; i = inactive; ? = inconclusive; . = no result given; [ ] = dose if it differs, or a comment. % is scaled to controls: 0 for no effect and ±100 for the full control effect; potency is read from the fitted curve at half-maximal effect.
SMILES,Lipid storage S3,Lipid storage S3 cell count max
Nc1cc(C(=O)OCC(=O)c2ccc(CC(=O)N3CCOCC3)s2)ccc1Cl,?,.
O=C(c1ccncc1)N(Cc1ccco1)Cc1cc2ccccc2[nH]c1=O,?,.
Cn1ccnc1Sc1ccccc1[N+](=O)[O-],11%,26
NC(=O)C1(c2ccccc2)CCCN1C(=O)c1ccccc1Br (stereo unspecified),?,.
CCOC(=O)Cn1nc(NC(=O)c2cc(OC)cc(OC)c2)cc1C,i,.
COc1ccc(NS(=O)(=O)c2cc(-c3nnnn3C)ccc2OC)cc1,?,.
Oc1ccc(Nc2ncnc3ccccc23)cc1,i,-20
CCc1cc(=O)oc2c3c(cc(OCC(=O)NCCCOC)c12)OC(C)(C)CC3,17%,-29
Cc1ccc(NC(=O)Cn2cccc2)cc1C,?,.
CC(=O)N1c2ccc(S(=O)(=O)NCCc3ccc(Cl)cc3)cc2CC1C (stereo unspecified),?,.
C/C=C\C(=O)Nc1cccc(C2=NOC3(C2)C[C@@H](C(N)=O)N(C(=O)c2ccc(OC)cc2)C3)c1 (stereo partly specified),?,.
COc1ccc(/C=C2\SC(=S)N(NS(=O)(=O)c3ccc(C)cc3)C2=O)c(OC)c1,?,.
Cc1cccc(NC(=S)NC2CC3CCCC(C2)N3Cc2ccco2)c1 (stereo unspecified),0%,9
CN1CCSc2ccc(C(=O)Nc3ccc(Cl)cc3)cc21,?,.
COc1cc(/C=C2/SC(=S)N(CC(=O)O)C2=O)ccc1OC(=O)c1cccs1,?,.
O=C(CSc1nnc2ccccn12)NC(=O)NC1CCCCC1,i,22
Clc1ccc(Cn2c(/C=C/c3ccco3)nc3ccccc32)cc1,1%,-4
CCn1cc(CCCC(=O)NCc2ccc(OC)cc2)c2ccccc21,0%,20
O=C(Nc1cccc2ccccc12)N1CC=CCC1,?,.
CCOC(=O)c1c(NC(=O)COC(=O)C2CC2C)sc(C)c1C (stereo unspecified),10%,11
C=CCn1c2ccccc2c2nnc(SCCCn3c(=O)[nH]c4ccccc43)nc21,?,.
CC(C)(C)n1ncc2c(=O)n(CC(=O)NCc3ccccc3)cnc21,5%,24
O=C(Nc1ccc2c(c1)OCO2)c1cc(-c2ccncc2)nc2ccccc12,?,.
CS(=O)(=O)N1N=C(c2cccs2)CC1c1ccccc1O (stereo unspecified),?,.
C[C@@]12C(=O)N(c3cccc(F)c3)C(=O)N1[C@H](c1ccc(F)cc1)[C@@H]1C(=O)N(C3CCCCC3)C(=O)[C@@H]12,?,.

# New compounds follow
SMILES,Lipid storage S3,Lipid storage S3 cell count max
Cc1nc(CCNC(=O)c2cc(COc3ccc(F)cc3Cl)on2)sc1C,6%,9
Cc1cc(-c2nc(-c3ccc(C(C)(C)C)cc3)no2)no1,?,.
C(=N\Nc1nc2ccccc2[nH]1)/c1ccc2ncccc2c1,?,.
O=C(NCc1ccccn1)c1ccc(OC2CCN(Cc3ccc(Cl)s3)CC2)cc1,?,.
NS(=O)(=O)c1ccc(CNC(=O)c2ccc(S(=O)(=O)C(F)F)cc2)cc1,15%,13
O=C(NC(Nc1ccc(F)cc1)(C(F)(F)F)C(F)(F)F)c1cccnc1,?,.
Cc1cc(C)c(C#N)c(SCc2cn3c(C)cccc3n2)n1,?,.
CCCn1c(N)nc2ccccc21,?,.
COc1ccc2c3c([nH]c2c1)C(C)N(CCC(=O)NN)CC3 (stereo unspecified),?,.
Cc1cc2c(cc1S(=O)(=O)Nc1cccc(C)c1C)OCC(=O)N2,?,.
CCC(=O)Nc1ccc(C(=O)Nc2cc(C)on2)cc1,i,.
COC(=O)c1coc(-c2ccc(C)cc2)c1C(=O)OC,?,.
Cc1c(CCC(C)C)c(-n2ccnc2C)n2c(nc3ccccc32)c1C#N,-1%,2
Fc1ccc(CN2CCSCC2)cc1F,25%,-1
COc1ccc(/C=C/C(=O)NC(=S)Nc2ccccc2)cc1OC,i,3
COc1ccc([N+](=O)[O-])cc1N(CC(=O)NC(C(C)C)C(C)C)S(C)(=O)=O,18%,8
Cc1cc(NC(=O)CCC(=O)N(CC(=O)NCC2CCCO2)c2ccc(Cl)c(Cl)c2)no1 (stereo unspecified),i,10
Cc1ccc(Cn2c(N3CCN(C)CC3)nc3c2c(=O)[nH]c(=O)n3C)cc1,-13%,-5
CC(=O)c1cccc(NC(=O)c2ccc(NS(=O)(=O)c3c(C)noc3C)cc2)c1,6%,2
CCN(CC)CCNC(=O)C(Oc1ccccc1)Oc1ccccc1,-3%,-13
O=[N+]([O-])c1ccccc1S(=O)(=O)N1CCSCC1,26%,-12
CCOc1ncccc1C(=O)OC(C)C(=O)Nc1ccc(Cl)cn1 (stereo unspecified),i,-16
Cc1ccc(C(C(=O)NC2CCCCC2)N(C(=O)c2csnn2)c2ccccc2F)o1 (stereo unspecified),?,.
Cc1ccccc1NC(=S)NNc1ncc(C(F)(F)F)cc1Cl,329%,8
Cc1ccc(S(=O)(=O)N2CCCC2CNC(=O)C(=O)NCc2cccs2)cc1 (stereo unspecified),?,.

# Part of the list above, with bars between the fields:
SMILES | Lipid storage S3 | Lipid storage S3 cell count max
COc1ccc2c3c([nH]c2c1)C(C)N(CCC(=O)NN)CC3 (stereo unspecified) | ? | .
Cc1cc2c(cc1S(=O)(=O)Nc1cccc(C)c1C)OCC(=O)N2 | ? | .
CCC(=O)Nc1ccc(C(=O)Nc2cc(C)on2)cc1 | i | .
COC(=O)c1coc(-c2ccc(C)cc2)c1C(=O)OC | ? | .
Cc1c(CCC(C)C)c(-n2ccnc2C)n2c(nc3ccccc32)c1C#N | -1% | 2
Fc1ccc(CN2CCSCC2)cc1F | 25% | -1
COc1ccc(/C=C/C(=O)NC(=S)Nc2ccccc2)cc1OC | i | 3
COc1ccc([N+](=O)[O-])cc1N(CC(=O)NC(C(C)C)C(C)C)S(C)(=O)=O | 18% | 8
Cc1cc(NC(=O)CCC(=O)N(CC(=O)NCC2CCCO2)c2ccc(Cl)c(Cl)c2)no1 (stereo unspecified) | i | 10
Cc1ccc(Cn2c(N3CCN(C)CC3)nc3c2c(=O)[nH]c(=O)n3C)cc1 | -13% | -5
CC(=O)c1cccc(NC(=O)c2ccc(NS(=O)(=O)c3c(C)noc3C)cc2)c1 | 6% | 2
CCN(CC)CCNC(=O)C(Oc1ccccc1)Oc1ccccc1 | -3% | -13
O=[N+]([O-])c1ccccc1S(=O)(=O)N1CCSCC1 | 26% | -12
CCOc1ncccc1C(=O)OC(C)C(=O)Nc1ccc(Cl)cn1 (stereo unspecified) | i | -16
Cc1ccc(C(C(=O)NC2CCCCC2)N(C(=O)c2csnn2)c2ccccc2F)o1 (stereo unspecified) | ? | .
Cc1ccccc1NC(=S)NNc1ncc(C(F)(F)F)cc1Cl | 329% | 8

# Continuation.
SMILES,Lipid storage S3,Lipid storage S3 cell count max
Cc1cccc(C(=O)NCC(=O)NC(C)CCc2ccccc2)c1 (stereo unspecified),5%,-1
COc1ccccc1-n1c(C)nc2cc(C(=O)O)ccc21,i,3
CCCCOc1ccc(C(=O)NCC(=O)NCCOc2ccccc2)cc1,i,.
COCCNC(=O)C(=O)N/N=C(\C)CC(=O)Nc1cccc(C(F)(F)F)c1,-5%,1
OCCN=C(c1ccccc1)C12CN3CN(CN(C3)C1)C2,?,.
CCc1noc(C)c1C(=O)N1CCSC1=Nc1cccc(Cl)c1C,1%,-4
CC(/C=N/Nc1ncc(C)c(=O)[nH]1)=C\c1ccccc1,21%,.
CCOC(=O)c1cccc(NC(=O)C2CCN(c3ncnc4c3nc3n4CCCCC3)CC2)c1,?,.
CCOC(=O)C(C)n1cnc2c(nnn2Cc2ccc(Cl)cc2)c1=O (stereo unspecified),?,.
CN(/C=C/C(=C/C=[N+](C)c1ccccc1)OCCCS(=O)(=O)[O-])c1ccccc1,?,.
CC1CCN(c2nnc(-c3cccs3)c3ccccc23)CC1,-3%,-12
CCOc1cccc(C2/C(=C(/O)c3ccc4c(c3)CC(C)O4)C(=O)C(=O)N2Cc2cccnc2)c1 (stereo unspecified),i,.
N#Cc1ccccc1OCC(=O)NNC(=O)CNC(=O)c1cccc(Br)c1,16%,-26
N#C/C(=C\c1cn(CCOc2ccccc2)c2ccccc12)C(=O)NCC1CCCO1 (stereo unspecified),i,.
COc1ccc(C2CC(c3ccc([N+](=O)[O-])cc3)=NN2C(=O)c2ccccc2)cc1OC (stereo unspecified),?,.
CCC(NC(=O)c1ccccc1NC(=O)c1ccccc1)C(=O)OC (stereo unspecified),7%,2
COc1ccc(C(CNC(=O)c2cc3ccccc3cc2O)N2CCOCC2)cc1 (stereo unspecified),?,.
CCOc1ccc(C2CC(c3cccc(C)c3)n3nc(N)nc3N2)cc1 (stereo unspecified),?,.
CCc1ccc(NC(=O)CCCNC(=O)Cn2cnc3sc(C)c(C)c3c2=O)cc1,0%,10
N=c1n(CCc2ccccc2)c2ccccc2n1Cc1ccccc1F,?,.
Cc1ccc(S(=O)(=O)Nc2nc(C)cc(NCCN)n2)cc1,?,.
Cc1cc(C)c(C(=O)C(C)OC(=O)c2ccccn2)cc1C (stereo unspecified),i[0.369 µM],-1
O=C(NC(N1CCOCC1)C(Cl)(Cl)Cl)c1ccc(F)cc1 (stereo unspecified),?,.
COc1ccccc1C(=O)NCC(=O)n1nc(C)cc1C,9%,5
c1ccc(-n2cnc3ccccc32)cc1,10%,10

# The listing continues.
SMILES,Lipid storage S3,Lipid storage S3 cell count max
CCOc1cc(/C=N/n2cnnc2)ccc1O,?,.
CCc1nc2c(c(=O)[nH]1)C(CC)(CC)Cc1ccccc1-2,-3%,-4
N#Cc1ccc(OCC(=O)OCC(=O)c2ccc[nH]2)cc1,?,.
Cc1cc(C)c(C#N)c(SCCS(=O)(=O)c2ccc(Cl)cc2)n1,?,.
CC(=O)OC1CC2(C)C(=O)CCC2C2CCc3cc(O)ccc3C12 (stereo unspecified),0%,-7
CCCCOc1ccc(C(=O)NCc2ccccn2)cc1,?,.
CCOC(=O)C1=C(C)Nc2sc(C(=O)c3ccc(C)cc3)c(N)c2C1c1ccc(C(=O)OC)cc1 (stereo unspecified),?,.
Cc1cccnc1NC(=O)c1ccccc1-c1ccccc1C(=O)Nc1ncccc1C,?,.
Cc1ccc(NCN2C(=O)C3C4CCC(C4)C3C2=O)cc1 (stereo unspecified),i,-21
CC(C)(C)OC(=O)NCCCC[C@H](NC(=O)[C@H](Cc1c[nH]c2ccccc12)NC(=O)OCc1ccccc1)C(=O)O,?,.
CC1(C)CC(NCc2ccncc2)CC(C)(C)N1,?,.
CCN(CCCNC(=O)CN(C)S(=O)(=O)c1cccc2nsnc12)c1cccc(C)c1,4%,27
CCOc1ccc(NS(=O)(=O)c2cc(C(=O)NCCCN3CCOCC3)ccc2C)cc1,-12%,7
Cc1cc(NS(=O)(=O)c2ccc(NC(=O)C(C(C)C)N3C(=O)c4ccccc4C3=O)cc2)nc(C)n1 (stereo unspecified),-16%,-9
O=C(NC(=S)N1CCc2ccccc21)C1CCC1,?,.
N#C/C(=C\c1ccc(O)c(O)c1)C(=O)NCc1ccccc1,?,.
CN(C(=O)c1ccccc1)C1c2c(ccc3ccccc23)OCC1CO (stereo unspecified),?,.
O=C(CCn1c(=O)c2cccn2c2ccc(F)cc21)NCc1cccc(F)c1,?,.
O=C(COc1ccc2ccccc2c1)Nc1ccc(Br)cc1C(=O)O,?,.
Cc1noc(C)c1S(=O)(=O)N1CCC(C(=O)c2ccccc2)CC1,?,.
COc1nc(N2CCOCC2)nc(C)c1[N+](=O)[O-],?,.
CCNc1ccc(C(=O)OCC)cc1NC(=O)c1cc(S(=O)(=O)N2CCOCC2)ccc1C,i,-4
COc1ccc(C(=O)N=c2sc3ccccc3n2C)cc1OC,?,.
O=C(c1ccco1)N1CCN(c2nc(C3CC3)nc3c2nnn3Cc2ccccc2Cl)CC1,?,.
O=C(COC(=O)Cc1ccc(F)cc1)NC(=O)c1ccccc1,9%[0.0737 µM],-14

# The list continues:
SMILES,Lipid storage S3,Lipid storage S3 cell count max
COCCCN(C(=O)c1cc(Cl)nc2ccccc12)c1c(N)n(Cc2ccccc2)c(=O)[nH]c1=O,?,.
OCCN1CCN(Cc2ccc3ccccc3c2)CC1,-26%,14
COc1ccc(NC(C)=O)cc1NC(C)C(=O)Nc1cc(C(F)(F)F)ccc1N1CCOCC1 (stereo unspecified),?,.
COc1ccccc1N(CC(=O)Nc1ccc2c(c1)OCCO2)S(C)(=O)=O,?,.
CCN(CC)CCNC(=O)c1ccc(NC(=O)Nc2cccc3ccccc23)cc1,?,.
CC(=O)c1c(C)[nH]c(C(=O)OCC(=O)Nc2cc(C(F)(F)F)ccc2N2CCOCC2)c1C,?,.
COc1cc(-c2nnc(-c3cccs3)o2)cc(OC)c1OC,?,.
c1cc(CNc2ccc3c(c2)OCO3)ccn1,?,.
CCOc1ccc(S(=O)(=O)Nc2ccccc2C(=O)NCC2CCCO2)cc1 (stereo unspecified),?,.
Cc1noc(C)c1S(=O)(=O)N(CC(=O)N1CCCC1)c1ccc(C(C)C)cc1,?,.
O=C(Oc1ccc2c(c1)C(=O)c1ccccc1CO2)c1ccccc1,?,.
O=C(Cn1ncc2c(=O)oc3ccccc3c21)NCCc1ccsc1,?,.
CCOC(=O)C1CCCN(c2nc3ccccc3nc2C(C#N)C(=O)NCc2ccccc2)C1 (stereo unspecified),?,.
CCOc1ccc(C(=O)NC(=S)NC2CCCC2)cc1[N+](=O)[O-],20%,29
CCCCn1c(SCC(=O)c2ccc(OC)cc2OC)nc2cc(S(N)(=O)=O)ccc21,5%,-14
CCOC(=O)c1c(NC(=O)C2=COCCO2)sc2c1CCN(C(=O)OC)C2,?,.
CC(C)(C)N1C(=O)c2ccc(C(=O)Nc3ccc(-c4nc5ccccc5[nH]4)cc3)cc2C1=O,?,.

# Screening data deposited in PubChem by National Center for Advancing Translational Sciences (NCATS).

# This is a subset (hit frequency here may not be typical).
